# Source: PubChem
# GPR7 antag: GPR7 receptor antagonists, primary screen, cell-based, fluorescence, single concentration. 1.1% of 290,000 active. inhibition, % at 4.4 µM. AID 1861, 2009. GPR7-expressing cells, fluorescence antagonist assay; in the data active = inhibition above about 16%, passing the limit was not always enough;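 note: cells stimulated with the agonist NPW; 0% = agonist with vehicle and 100% = vehicle without agonist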
# Target sequence (P48145 whole entry, looked up): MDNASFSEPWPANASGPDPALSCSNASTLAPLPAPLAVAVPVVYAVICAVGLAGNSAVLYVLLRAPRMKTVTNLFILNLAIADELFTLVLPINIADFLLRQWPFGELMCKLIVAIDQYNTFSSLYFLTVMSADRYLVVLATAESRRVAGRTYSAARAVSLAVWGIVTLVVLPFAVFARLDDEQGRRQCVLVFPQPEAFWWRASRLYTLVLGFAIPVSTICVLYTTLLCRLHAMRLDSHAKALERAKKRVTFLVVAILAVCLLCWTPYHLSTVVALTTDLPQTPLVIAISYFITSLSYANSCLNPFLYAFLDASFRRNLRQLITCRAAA
# MEKK2wt PB1 HTS: modulators of MEK5 binding to wildtype MEKK2, primary screen, biochemical, multiplex bead flow cytometry, Alexa488-MEK5; AID 1531, 2009; Mitogen-activated protein kinase kinase kinase 2 (Homo sapiens), Q9Y2U5; binding response (% of control), % at 10 µM; Alexa488-MEK5 binding to MEKK2 WT; actives lie on both sides; 1.1% of 290,000 active; in the data active = binding response below about 67% or above about 130%
# DNA FID counter: compounds displacing fluorescent DNA intercalator, primary screen, artefact control for HCV NS3 helicase inhibitor project, biochemical, FID fluorescence | inhibition, % at 7.9 µM | DNA fluorescent intercalator displacement | 0.17% of 290,000 active | AID 1845, 2009; in the data active = inhibition above about 37%;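 note: 0% = vehicle and 100% = reference compound; higher means more ethidium bromide displaced from hairpin DNA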
# OXTR agonist: human OXTR agonists, primary screen, fluorescence, CHO-OTR cells, Fluo-8 calcium. AID 2435, 2010. 0.32% of 320,000 active. Oxytocin receptor (Homo sapiens), P30559. Fluo-8 calcium fluorescence; normalized: DMSO 0%, oxytocin 100%. activation, % at 3 µM;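 active = activation above the mean of all tested compounds plus 3 SD, cutoff set per screening run, cut at about 20% in these data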;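 note: peak over basal fluorescence ratio from a 100 s FLIPR kinetic read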
# Target sequence (P30559 whole entry, looked up): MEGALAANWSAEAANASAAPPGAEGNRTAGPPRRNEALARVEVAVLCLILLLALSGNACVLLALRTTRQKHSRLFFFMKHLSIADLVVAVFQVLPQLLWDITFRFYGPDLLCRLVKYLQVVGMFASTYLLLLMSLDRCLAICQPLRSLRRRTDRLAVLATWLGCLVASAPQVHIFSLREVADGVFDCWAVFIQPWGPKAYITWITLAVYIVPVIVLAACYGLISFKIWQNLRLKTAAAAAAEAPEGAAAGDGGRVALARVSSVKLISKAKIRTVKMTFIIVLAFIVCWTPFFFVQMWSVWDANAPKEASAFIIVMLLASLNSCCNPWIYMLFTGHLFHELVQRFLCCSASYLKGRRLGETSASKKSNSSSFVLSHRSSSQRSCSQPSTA
# MEKK3 PB1 HTS: modulators of MEKK3-MEK5 PB1 binding, primary screen, biochemical, wildtype MEKK3, multiplex bead flow cytometry, Alexa488-MEK5; Mitogen-activated protein kinase kinase kinase 3 (Homo sapiens), Q99759; 1.4% of 290,000 active; binding response (% of control), % at 10 µM; bead-based flow cytometry, Alexa488-MEK5 binding to MEKK3; actives lie on both sides; 0 = blocked by unlabeled MEK5, 100 = vehicle;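 active = binding response more than 3 SD above or below the average of its plate-row segment, actives on both sides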;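 note: Alexa488 bead fluorescence after subtracting the streptavidin-only scavenger bead signal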
# NALP1 yeast inh: NALP1 inflammasome inhibitors in reconstituted yeast, colorimetric, S. cerevisiae, triplicate retest; S. cerevisiae NALP1/ASC/caspase-1 growth, X-gal OD620, 72 h; inhibition, % at 10 µM; 0.61% of 280,000 active; in the data active = inhibition mostly above about 24%, no sharp cut-off; inactive = mostly below about 32%; note: some compounds called inactive have numbers as strong as hits
# MEKK2 mut-MEK5: MEK5 binding signal on mutant MEKK2 PB1, primary screen, biochemical, multiplex bead flow cytometry, Alexa488-MEK5; Alexa488-MEK5 binding to MEKK2 mutant; percent response, % at 10 µM; 0.35% of 290,000 active; in the data active = percent response above about 24%, passing the limit was not always enough; note: inactives centre near 1; some results filed as inactive read as strong as hits; reference of the scale not given here
# PHOSPHO1 inh: PubChem AID 1565; Phosphoethanolamine/phosphocholine phosphatase (Homo sapiens), Q8TCT1; recombinant PHOSPHO1, absorbance phosphatase assay; inhibition, % at 13.3 µM; 1.1% of 290,000 active; in the data active = inhibition above about 60%
# Target sequence (Q8TCT1 whole entry, looked up): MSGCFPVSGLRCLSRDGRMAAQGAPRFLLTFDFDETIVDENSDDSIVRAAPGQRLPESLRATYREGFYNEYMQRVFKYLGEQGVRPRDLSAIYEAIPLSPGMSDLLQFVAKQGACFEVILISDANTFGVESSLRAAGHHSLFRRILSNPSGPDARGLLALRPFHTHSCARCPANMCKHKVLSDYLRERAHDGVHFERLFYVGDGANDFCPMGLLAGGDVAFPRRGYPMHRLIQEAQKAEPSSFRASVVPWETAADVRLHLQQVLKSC
# PfM18AAP inh: PfM18AAP inhibitors, malaria aminopeptidase, primary screen, biochemical, QFRET, recombinant enzyme; M18 aspartyl aminopeptidase (Plasmodium falciparum 3D7); H-Glu-NHMec fluorogenic cleavage; inhibition, % at 7.35 µM; 1.2% of 290,000 active; AID 1822, 2009;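 active = inhibition above the campaign mean inhibition over all tested compounds plus 3 SD, cut at about 28% in these data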;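 note: 0% = plate median of test compound wells and 100% = 2 mM ZnCl2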
# * hit, by the source's call; / = not tested or not shown; [ ] = remark or other dose.
entry	SMILES	GPR7 antag	MEKK2wt PB1 HTS	DNA FID counter	OXTR agonist	MEKK3 PB1 HTS	NALP1 yeast inh	MEKK2 mut-MEK5	PHOSPHO1 inh	PfM18AAP inh
1	COc1ccc(CNCc2cc3c(cc2[N+](=O)[O-])OCO3)cc1	8	94	0	0.9	94	-6	-2	52	38*
2	CN(CCNC(=O)CN1CCN(Cc2ccccc2Cl)C1=O)Cc1ccccc1	-5	99	5	-1.3	95	45*	11	16	3
3	Cn1ccnc1Sc1cc(NCCCO)c([N+](=O)[O-])c2nonc12	1	113	10	1.7	132*	8	0	28	-40
4	O=S(=O)(c1ccc(OCc2nc3ccccc3s2)c(Cl)c1)N1CCOCC1	-3	103	-2	-0.5	105	32	-1	25	0
5	CC1CCN(CCC(=O)Nc2ccc(Br)cc2)CC1	-3	103	8	3.6	101	/	1	/	-6
6	COc1cccc(/C=C2\Sc3ccc(C(=O)NCc4cccnc4)cc3N(C)C2=O)c1	1	115	-25	1.7	107	2	5	-5	5
7	COc1ccc(CC(=O)NCc2nnc(SCC(=O)Nc3ncc(C)s3)n2C)cc1	-3	106	-19	-0.6	108	-4	1	-5	0
8	O=C(NC(=S)Nc1ccc2[nH]c(=O)[nH]c2c1)c1ccccc1Cl	3	91	-16	0.1	91	12	-7	10	8

# Next section, starting with the last two of the part before.
entry	SMILES	GPR7 antag	MEKK2wt PB1 HTS	DNA FID counter	OXTR agonist	MEKK3 PB1 HTS	NALP1 yeast inh	MEKK2 mut-MEK5	PHOSPHO1 inh	PfM18AAP inh
7	COc1ccc(CC(=O)NCc2nnc(SCC(=O)Nc3ncc(C)s3)n2C)cc1	-3	106	-19	-0.6	108	-4	1	-5	0
8	O=C(NC(=S)Nc1ccc2[nH]c(=O)[nH]c2c1)c1ccccc1Cl	3	91	-16	0.1	91	12	-7	10	8
9	Cc1cccc(NC(=S)N2CCC(NC(=O)c3cccc(F)c3)CC2)c1	-6	105	-17	-1.4	101	-2	5	35	1
10	COc1ccc2sc(NC(=O)NC(=O)c3c(Cl)cccc3Cl)nc2c1	20*	99	-8	1.7	99	9	-4	-10	-1
11	O=C(NC1CC1)C1=C[C@@H](c2c[nH]c3ccccc23)C[C@@H](OCc2ccc(CO)cc2)O1	/	98	/	1.8	99	/	3	35	/
12	C/C(=N\NC(=O)Cn1cc([N+](=O)[O-])cn1)c1ccco1	-11	96	-2	0.2	102	/	1	23	5
13	CCCC(=O)Nc1cc(C(=O)O)ccc1S(=O)(=O)c1ccc(Cl)cc1	-11	98	-5	0.9	101	14	0	5	8
14	Cc1cc(-c2ccc(C)c(S(=O)(=O)NCc3ccc(OC(C)C)cc3)c2)on1	4	100	-38	-2.2	100	19	-1	38	-3
15	COc1ccc(NC(=O)c2ccccn2)cc1	-12	97	2	0.6	99	-18	6	9	4
16	Cc1ccc(-n2nc3c(c2NC(=O)C(C)(C)C)CS(=O)(=O)C3)cc1	-8	96	-5	-0.4	100	20	0	26	-1
17	CC(C)(C)c1cc(C(=O)NCc2cc(F)cc3c2OCOC3)n(Cc2ccccc2)n1	-22	92	-25	-2.5	95	-7	-3	-10	-7
18	CN(C)CCOC1c2ccccc2-c2ccccc21	-3	111	10	2.1	104	6	3	29	3
19	COc1cccc(/C=C2/NC(=O)NC2=O)c1OCC(=O)Nc1ccccc1	-4	98	-5	-2.5	104	-3	-1	-26	-5
20	COc1ccc(OCC(=O)Nc2ccc3c(c2)nc(CCN2CCCCC2)n3C)cc1	3	105	11	0.6	103	5	3	11	-1
21	COC(=O)c1ccccc1OCCCCN1CC(C)OC(C)C1 (stereo unspecified)	-7	102	7	-0.3	152*	30	1	-7	1
22	COC(=O)c1nnn(-c2ccsc2C(=O)OC)c1C(=O)OC	-15	123	0	0.1	145*	3	5	19	-4
23	Cc1cccc(NC(=O)c2ccc([N+](=O)[O-])s2)c1C	1	98	1	-0.6	79	19	-1	-2	-9
24	O=C(Nc1ccccc1Cc1ccccc1)c1ccc2c(c1)SC1=NS(=O)(=O)CCN12	-6	101	-5	0.3	99	26	-1	9	-2
25	CCN1CC=C2C(C1)C(c1ccc(Cl)s1)C(C#N)=C(N)C2(C#N)C#N (stereo unspecified)	10	/	6	7.3	/	-18	/	3	10
26	CN1C(=O)N(c2nnc(C(C)(C)C)s2)C(=O)C1c1ccccc1 (stereo unspecified)	-11	94	-12	0.0	95	12	-3	16	4
27	COc1cc(NC(=O)c2ccccc2OCc2ccccc2)cc(OC)c1OC	3	110	-29	-2.3	107	-79	3	18	-6
28	Cc1ccc(S(=O)(=O)CCC(=O)NCc2ccc(Cl)cc2)cc1	-4	108	-11	-2.1	103	16	4	-11	-5
29	O=C(CN1CCN(Cc2ccccc2Cl)CC1)N/N=C/c1ccccn1	-5	94	-8	0.6	91	-6	-7	24	-2
30	COCCCNC(=O)/C(C#N)=C/c1c(N2CCN(C)CC2)nc2c(C)cccn2c1=O	7	110	-8	-1.1	110	11	9	3	-3
31	Cc1nc(SCC(=O)Nc2cc(C)on2)c2c3c(sc2n1)CCCC3	-16	93	-4	-0.4	94	-3	-1	-10	-3
32	CS(=O)(=O)N1N=C(c2cccs2)CC1c1ccc(F)cc1 (stereo unspecified)	6	22*[inhibitor]	-6	-2.5	81	18	-7	-8	1
33	CSc1ccc(CN(C)C(=O)c2cc(=O)c3ccccc3o2)cc1	0	94	-28	9.4	99	2	-4	26	4
34	S=C(NC1CCCCC1)N1CCc2ccccc2C1	4	102	-8	-2.5	100	10	-1	-23	-1
35	COc1cc(/C=N/NC(=O)c2cccnc2)ccc1OC(=O)c1ccc([N+](=O)[O-])cc1	-2	96	-2	13	101	-7	4	2	4
36	COC(=O)c1cc(C)[nH]c2c(C)cc3nc4ccccc4c3c12	-10	100	-9	-1.8	102	24	4	-6	4
37	C[C@@H](CN=[N+]=[N-])CN1CC[C@H](O)CCC1=O	-2	102	-5	0.0	97	13	-6	-7	-2
38	CCc1ccc(-c2cc(C)no2)cc1S(=O)(=O)N1CCC(C)CC1	-6	96	-42	-0.9	96	9	-8	22	1
39	CCCCNC(=O)CSc1nc2ccsc2c(=O)n1CCCC(=O)NCCc1ccc(S(N)(=O)=O)cc1	2	81	-27	-0.6	73	-18	-10	-8	-15
40	CCN(CC)C(=O)Oc1cc(=O)n(C)c2ccccc12	-6	98	-5	-0.4	93	36	-1	-8	3

# Limited to GPR7 antag, MEKK2wt PB1 HTS and NALP1 yeast inh, for some of the entries so far:
cpd	Molecule	GPR7 antag	MEKK2wt PB1 HTS	NALP1 yeast inh
36	COC(=O)c1cc(C)[nH]c2c(C)cc3nc4ccccc4c3c12	-10	100	24
37	C[C@@H](CN=[N+]=[N-])CN1CC[C@H](O)CCC1=O	-2	102	13
38	CCc1ccc(-c2cc(C)no2)cc1S(=O)(=O)N1CCC(C)CC1	-6	96	9
39	CCCCNC(=O)CSc1nc2ccsc2c(=O)n1CCCC(=O)NCCc1ccc(S(N)(=O)=O)cc1	2	81	-18

# (more compounds)
entry	SMILES	GPR7 antag	MEKK2wt PB1 HTS	DNA FID counter	OXTR agonist	MEKK3 PB1 HTS	NALP1 yeast inh	MEKK2 mut-MEK5	PHOSPHO1 inh	PfM18AAP inh
41	O=C(CSc1nnc(CNC(=O)c2cccs2)o1)Nc1ccc(F)cc1F	-4	104	-11	1.3	103	-8	3	17	14
42	Cc1ccc([N+](=O)[O-])cc1NC(=O)CN(C)CCOc1ccccc1	19	99	-1	-0.3	100	6	6	44	2
43	COc1ccc(-c2[nH]ncc2N=Nc2ccccc2)cc1	-14	102	-7	-1.3	99	11	-2	36	2
44	CC1CCCN(CC(=O)Nc2ccc(S(=O)(=O)N3CCCCCC3)cc2)C1 (stereo unspecified)	18	108	5	1.9	101	7	18	23	1
45	COc1ccccc1NC(=O)CSc1nc2ccccc2c(=O)n1C	18	98	-28	8.0	101	9	0	18	13
46	Cc1oc2c(cc(NS(=O)(=O)c3ccc(Cl)cc3)c3ccccc32)c1C(=O)O	-6	97	-36	/	100	16	-3	22	10
47	O=C(CN(C(=O)c1csnn1)c1cccc(Cl)c1)NC1CCCC1	1	100	-9	-1.2	102	6	6	23	-2
48	CCCC(=O)Nc1ccc(Nc2ccccc2)cc1	0	96	2	-0.3	100	41	-1	23	6
49	COc1cccc(C(C(=O)NC2CCCCC2)N(C(=O)CNC(=O)c2ccco2)c2cccnc2)c1 (stereo unspecified)	-13	103	-31	-0.1	102	14	3	32	-9
50	CCN(CC(=O)NC(C)C)C(=O)C(CCSC)NC(=O)c1ccccc1OC (stereo unspecified)	-12	96	-18	-1.9	100	0	-2	-7	-16
51	CSc1nnc(-c2ccncc2)n1/N=C/c1cn(-c2ccccc2)nc1-c1ccc(Cl)cc1	1	92	-3	-0.5	100	/	-11	32	-3
52	COc1ccc(-c2nn(CC(=O)N(C)C)c(=O)c3ccccc23)cc1	-3	93	-13	-0.4	98	-7	-8	-37	-3
53	Cc1c(Cl)cccc1N1C(=O)c2ccccc2C1=O	-6	/	-6	-0.7	/	8	/	13	-3
54	C#Cc1ccc(C(=O)NCc2ccc(N3CCCC3=O)cc2)cc1	-7	92	-3	0.5	99	2	-6	37	0
55	Cc1cc(F)ccc1NCC(=O)Nc1ccc(Br)cc1C	10	118	2	-2.1	100	39	17	-9	-11
56	O=C(NCC(c1cccs1)N1CCOCC1)c1cccc([N+](=O)[O-])c1 (stereo unspecified)	8	95	-1	-0.7	104	30	-12	-4	1
57	O=C(O)c1cc(S(=O)(=O)Nc2cccc(Oc3ccccc3)c2)ccc1Br	8	96	-17	-0.3	98	-3	-7	16	-2
58	O=C(C[n+]1ccccc1)N/N=C/c1cc(Br)ccc1O	-8	108	18	1.7	104	-8	11	14	14
59	CN1C(C(=O)Nc2cccc(O)c2)=CC(c2ccco2)=NS1(=O)=O	-2	104	-6	1.1	102	7	4	23	10
60	CCOP(=O)(OCC)C(NC(=O)c1cccs1)c1ccccc1 (stereo unspecified)	6	97	-8	0.6	99	-5	1	2	-4
61	CCN(CC)c1ccc(-c2n[nH]c(=S)n2-c2ccccc2)cc1	-8	90	-26	-2.4	99	-2	-4	-42	9
62	CCOc1ccc(S(=O)(=O)Nc2cccc(C)c2)c2cccnc12	-7	94	-6	0.4	98	-2	-4	20	-4
63	COC(=O)c1ccc(/C=N/NC(=O)c2ccc3nc[nH]c3c2)cc1	5	101	-5	0.5	105	27	-3	28	1
64	O=C(O)CC(NC(=O)OCc1ccccc1)c1ccccc1 (stereo unspecified)	-2	105	-3	-0.2	101	-1	7	-4	-6
65	COC(=O)Cc1ccc(NC(=S)N2CCCC(CO)C2)cc1 (stereo unspecified)	-7	105	-2	0.9	95	10	5	-1	11
66	CC(C)c1nnc(NC(=O)CCC(=O)NC2CC2)s1	-5	107	-5	2.1	104	-1	4	1	-12
67	O=C(Nc1ccc(F)cc1)Nc1ccc([N+](=O)[O-])cn1	0	97	5	1.6	100	19	-2	-13	-9
68	C=CCOc1ccc(C2C(C#N)=C(N)N(N(C)C)C3=C2C(=O)CCC3)cc1 (stereo unspecified)	3	105	-18	0.1	105	-4	4	-14	2
69	COc1cccc(C(=O)Nc2cc(C)on2)c1OC	-7	98	4	0.4	98	9	-1	-2	-6
70	Cc1ccc(C(=O)Nc2nc(=O)n(C(=O)C3CC3)s2)cc1	-4	93	-7	0.9	96	31	-6	0	5
71	Cc1cccc(OCc2nnc(SCC(=O)NC3CCCC3)n2C)c1	-10	100	-25	0.8	102	6	0	40	1
72	COc1cccc(CNC(=O)c2cccc(NC(=O)C3=C(C)OCCS3)c2)c1	12	97	-34	2.7	97	-8	-4	23	0
